# Coupling enz: qHTS Assay for Inhibitors of Fructose-1,6-bisphosphate Aldolase from Giardia Lamblia: Coupling assay counterscreen; coupling enzyme system counterscreen, AmpLite Red fluorescence; activity change, negative = inhibition, % at 58.2 µM, hits read low; actives 0.67% (n = 290,000); AID 2472, 2010; in the data active means activity change below about -30%; further: on the % scale 0 is the no-effect control and ±100 the full control effect
#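 First, compound is pin-transferred into glyceraldehyde-3-phosphate coupling-enzyme reagent at 57.5 uM final and held 10 min at RT. Next, substrate, coupling system and AmpLite Red are added. After 20 min RT, fluorescence (525/598 nm) is read.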
# KCNH2 3.1 block: qHTS for Inhibitors of KCHN2 3.1: Mutant qHTS. activity change, % (tested at about 1.8 µM). U2OS KCNH2 3.1, thallium flux FluxOr; stronger effect = lower value. Potassium voltage-gated channel subfamily H member 2, brain isoform KCNH2 3.1 (human). AID 720553, 2013. actives 0.95% (n = 340,000);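 active means maximum activity change below -70%; inconclusive means maximum activity change from -70% to -50%; inactive means maximum activity change above -50%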;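 further: thallium influx rate constant from kinetic fluorescence after stimulation buffer; on the % scale 0 is the no-effect control and ±100 the full control effect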
#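 Thallium flux read-out: FluxOr dye with Red40 quencher in HBSS/HEPES, 45 min at RT. Rate constants from kinetic reads were normalized to positive and negative DMSO controls. Cells: U2OS virally expressing the 3.1 isoform.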
# a7 integrin act: qHTS for Activators of Integrin-Mediated Alleviation for Muscular Dystrophy; alpha7betagal myoblasts, beta-gal FDG fluorescence, 48 h; Potency, µM (series often up to 38.3 µM), inactives show top-dose activation, most hits filed as activators; actives 0.064% (n = 350,000); AID 624291, 2012;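 further: potency means the concentration at half of the fitted maximal effect; 100% = response of the positive control SU9516; nearly all actives have a fitted effect of over 60% in size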
#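 alpha7betagal+/- myoblasts (passage 13, 250/well) treated 48 h at 37C with compounds at 1:260 dilution of DMSO stock. Lysed, then beta-galactosidase activity read as FDG fluorescence (ex 480/em 540) after 30 min, with pre-read for autofluorescence.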
# MLL CXXC-DNA inh: qHTS Fluorescence Polarization Assay for Inhibitors of MLL CXXC domain - DNA interaction; MLL-CXXC / FITC-HOXA9 DNA fluorescence polarization; Potency, µM (doses to about 115 µM), for the others: at the highest dose activity change, negative = inhibition, usual class: inhibitors; actives 0.037% (n = 290,000); AID 2662, 2010; active means well fitted inhibition curve with a large enough effect in the polarisation, with a control signal flat, not every such curve was filed as active; inconclusive means small, poorly fitted or top-dose-only effect, or effect the other way, or a change in a side signal; inactive means no such curve, though single readings can be large or run the other way; the % refers to the polarisation; further: potency means the concentration at half of the fitted maximal effect
#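 Steps: dispense CXXC domain solution (7 uM) → pin compounds or unlabeled HOX-A9 DNA control → 5 min ambient → add FLSN-HOX-A9 solution (50 nM) → spin → 30 min ambient → fluorescence polarization. Tris pH 7.5/NaCl/DTT/BSA buffer.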
# MBNL1-CUG inh: qHTS Assay for Inhibitors of MBNL1-poly(CUG) RNA binding; TR-FRET MBNL1-His/biotin-(CUG)12 binding, 665/545 ratio; Potency, µM (top dose mostly 57.5 µM), inactives show at the top dose activity change, negative = inhibition, usual class: inhibitors; actives 0.036% (n = 280,000); active means well fitted inhibition curve with a large enough effect in the signal ratio, with a control signal flat, not every such curve was filed as active; inconclusive means small, poorly fitted or top-dose-only effect, or effect the other way, or a change in a side signal; inactive means no such curve, though single readings can be large or run the other way; the % refers to the signal ratio; further: potency means the concentration at half of the fitted maximal effect; on the % scale 0 is the no-effect control and ±100 the full control effect
#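 MBNL1-His + Biotin-(CUG)12, cpd titration 92 nM–58 uM; Tb anti-His Ab 0.055 ng/ul, SA-XL665 5 nM (final); 60 min RT; ratiometric 665/545 nm, Ex 340 nm; normalized to buffer and full-complex controls.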
# KCNH2 WT inh: qHTS for Inhibitors of KCHN2 3.1: Wildtype qHTS; U2OS, BacMam KCNH2, thallium flux FluxOr; stronger effect = lower value; activity change, % at 1.84 µM; actives 0.37% (n = 340,000); AID 720551, 2013;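 active means maximum activity change below -70%; inconclusive means maximum activity change between -70% and -50%; inactive means maximum activity change above -50%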; further: on the % scale 0 is the no-effect control and ±100 the full control effect
#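 U2OS cells were transduced with wild-type KCNH2 virus (2.03 x 10^8 / mL) for 4 h at room temperature, then cultured overnight at 37 C. Thallium flux was read with FluxOr dye. Rate constants were normalized to DMSO controls.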
# S-ASM inh: Inhibitors of Secretory Acid Sphingomyelinase (S-ASM): qHTS. actives 0.006% (n = 340,000). AID 504937, 2011. Potency, µM (top dose mostly 57.5 µM), for inactives: top-dose activity change, negative = inhibition, hits mostly inhibitors. placental ASM, HMU-PC fluorogenic substrate, 60 min. Sphingomyelin phosphodiesterase (Homo sapiens), P17405; further: potency means the concentration at half of the fitted maximal effect
#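 Human placenta-derived ASM preincubated with compound 10 min at room temperature, then reacted with 9 uM (final) fluorogenic HMU-PC substrate for 60 min at 37 C. Stop solution raises pH to 10; fluorescence read at Ex 386/Em 447 nm.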
# TRPV1 ag: HTS Assay for Compounds that Act as Agonists of the Vanilloid Receptor 1; actives 0.19% (n = 320,000); AID 540275, 2011; TRPV1-expressing cells, Fluo-8 calcium influx, agonist mode; activation, % at 8.33 µM; Transient receptor potential cation channel subfamily V member 1 (Homo sapiens), Q8NER1; in the data active means activation above about 80%; inconclusive means between about 30% and that limit; further: 0% is about no effect
# Target sequence (Q8NER1 whole entry, looked up): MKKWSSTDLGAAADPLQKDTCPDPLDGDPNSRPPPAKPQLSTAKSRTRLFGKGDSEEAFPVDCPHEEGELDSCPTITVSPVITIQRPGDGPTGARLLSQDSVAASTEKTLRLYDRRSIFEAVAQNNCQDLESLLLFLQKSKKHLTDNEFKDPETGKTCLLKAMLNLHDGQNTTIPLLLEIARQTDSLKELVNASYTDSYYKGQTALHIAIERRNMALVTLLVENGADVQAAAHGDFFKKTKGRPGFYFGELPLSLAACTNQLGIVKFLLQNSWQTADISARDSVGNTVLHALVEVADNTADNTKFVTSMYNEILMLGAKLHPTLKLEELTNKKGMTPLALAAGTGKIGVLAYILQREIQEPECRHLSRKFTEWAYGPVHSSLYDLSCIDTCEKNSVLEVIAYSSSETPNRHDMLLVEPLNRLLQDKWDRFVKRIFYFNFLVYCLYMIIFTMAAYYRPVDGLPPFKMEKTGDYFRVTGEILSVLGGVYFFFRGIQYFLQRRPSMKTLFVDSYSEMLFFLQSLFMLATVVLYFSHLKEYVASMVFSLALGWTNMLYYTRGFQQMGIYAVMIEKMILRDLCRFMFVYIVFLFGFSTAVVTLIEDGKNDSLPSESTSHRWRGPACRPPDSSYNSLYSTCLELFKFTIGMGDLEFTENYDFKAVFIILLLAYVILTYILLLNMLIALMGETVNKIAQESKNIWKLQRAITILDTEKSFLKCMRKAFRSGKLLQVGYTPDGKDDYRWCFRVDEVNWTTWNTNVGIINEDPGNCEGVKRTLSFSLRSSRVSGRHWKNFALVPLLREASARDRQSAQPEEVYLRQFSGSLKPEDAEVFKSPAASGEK
#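 TRPV1-expressing cells were cultured overnight at 35.5C and loaded with Fluo-8 calcium dye for 40 to 90 min at room temperature. After a 10 s baseline, compound was added and calcium influx was read kinetically for 3 min (ex 480/em 520 nm).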
# GALK inh: qHTS Assay for Inhibitors of Human Galactokinase (GALK); P51570; Potency, µM (highest dose often 57.5 µM), without a hit: top-dose activity change, negative = inhibition, most hits filed as inhibitors; actives 0.007% (n = 270,000); Purified GALK, Kinase-Glo residual ATP luminescence; further: potency means the concentration at half of the fitted maximal effect; on the % scale 0 is the no-effect control and ±100 the full control effect
#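 Galactose (100 uM) and ATP (35 uM) were turned over by 5 nM GALK for 1 h at RT. Kinase-Glo Plus then converted the remaining ATP into a luminescent signal.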
# AT treatment: qHTS Assay for Identifying a Potential Treatment of Ataxia-Telangiectasia; Potency, µM (titrated, usually from 57.5 µM), inactives show at the highest dose activation, hits mostly activators; actives 0.19% (n = 320,000); […] A-T fibroblasts, KAP-1 phosphorylation AlphaLISA; neocarzinostatin DNA damage 30 min before lysis; further: potency means the concentration at half of the fitted maximal effect; % of control where 0% means no effect; nearly all actives have a fitted effect of over 45% in size
#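 ATM-like activity read as KAP-1 phosphorylation via AlphaLISA donor/acceptor antibody pairs after lysis and 6 hr at 25C. Cells were ATM-null patient fibroblasts ([…], hTERT), dosed 60 min, then exposed to the DSB inducer NCS for 30 min.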
# Numbers without * were called inactive; ? = inconclusive; / = not tested or not shown; & = joins results of further samples; [ ] = remark or other dose. Unless noted, the call rests on the fitted dose curve; in most records, active means well fitted curve in the direction sought with a large enough effect; inconclusive means small, poorly fitted or top-dose-only effect, or another doubt; inactive means no such curve, though single readings can be large; an effect the other way counts as inactive or inconclusive.
# The opening 3 records as a preview:
SMILES,Coupling enz,KCNH2 3.1 block,a7 integrin act,MLL CXXC-DNA inh,MBNL1-CUG inh,KCNH2 WT inh,S-ASM inh,TRPV1 ag,GALK inh,AT treatment
Cc1nc(-c2ccccc2)sc1-c1ccn[nH]1,-4,-6,5%,0%,18%,3,39%,-3,2%,2%
O=C([C@@H]1CC=C[C@@H]2CCN(C3CC3)C(=O)[C@@H]21)N1CCN(c2ccccc2)CC1,/,30,14%,/,/,2,2%,/,/,/
Cc1cc(C)c2c(=O)c(C#N)coc2c1,7,-15,-19%,35%[activator],-15%,-1,7%,1,1%,5%

# This part in full, previewed entries included:
SMILES,Coupling enz,KCNH2 3.1 block,a7 integrin act,MLL CXXC-DNA inh,MBNL1-CUG inh,KCNH2 WT inh,S-ASM inh,TRPV1 ag,GALK inh,AT treatment
Cc1nc(-c2ccccc2)sc1-c1ccn[nH]1,-4,-6,5%,0%,18%,3,39%,-3,2%,2%
O=C([C@@H]1CC=C[C@@H]2CCN(C3CC3)C(=O)[C@@H]21)N1CCN(c2ccccc2)CC1,/,30,14%,/,/,2,2%,/,/,/
Cc1cc(C)c2c(=O)c(C#N)coc2c1,7,-15,-19%,35%[activator],-15%,-1,7%,1,1%,5%
CN(C)c1nn(C(=O)Nc2cccc(C(F)(F)F)c2)cc1-c1ccccc1,-1,4,18%[7.66 µM],3%,-1%,-1,-1%,3,-3%,-2%
Cc1cccc2[nH]c3c(=O)n(CCN4CCNCC4)cnc3c12,1,-14,4%,7%,13%,-28,4%,-2,4%,14%
CCC(=O)c1ccc(N2CCC(C)CC2)c(F)c1,0,13,-9%,-2%,-3%,0,-2%,14,0%,-1%
CCc1ccc(C(=O)N/N=C(\C)c2ccncc2)s1,/,6,15%,-2%,-2%,5,1%,18,-3%,-9%
Cc1ccc(C)c(NC(=O)CSc2nc(C)cc(C)c2C#N)c1,1,-4,-2%,1%,89%[activator],-17,-3%,-3,-3%,-1%
CN(C(=O)CSC(=O)c1ccccc1)c1ccccc1,/,22,?,161%[activator],2%,14,-1%,7,-4%,3%
Cc1ccc(S(=O)(=O)Nc2ccc(Nc3ccccc3)cc2)cc1,1,-2,-30%,0%,3%,-2,-27%,-4,0%,-1%
CCCCS(=O)(=O)N1C2=NC(C(=O)OC)=C(C(=O)OC)[C@@H]3N(C)c4ccc(OC)cc4[C@]23C[C@H]1C(=O)OC,-2&-5,12,6%,3%,-16%,0,-3%,?,2%,-13%
CCOC(=O)C1=C(c2ccccc2)Nc2ncnn2C1c1ccc(O)cc1 (stereo not given),-3,-2,27%,-9%,/,2,150%[activator],1,-2%,-2%
Cc1ccc(OCCC(=O)OCC(=O)NCCc2ccc(Cl)cc2)cc1,/,-2,-19%,/,/,-11,-7%,6,/,4%
COc1ccc(C(=O)Cn2nnc(-c3ccccc3NC(=O)C3CCCCC3)n2)cc1,0,3,20%,41%[activator],-4%,-6,-4%,8,0%,5%
CC#CC(=O)N1CCC(Oc2cccc(C(=O)NCc3ccccn3)c2)CC1,/,7,-24%,4%,-1%,0,-1%,0,-2%,-12%
CC(/C=N\NC(=O)c1ccc(C)nc1)=C\c1ccccc1,5,-7,4%,-3%,14%,4,4%,11,/,0%
O=C(NCC1CCCO1)c1ccc(CNS(=O)(=O)c2cccc(Cl)c2)cc1 (stereo not given),1,-2,1%,-6%,-4%,-22,2%,-5,1%,3%
COc1ccc(C)cc1-n1c(SCC(=O)Nc2cccc(C(=O)O)c2)nc2ccccc2c1=O,14,-2,?,1%,-11%,/,0%,2,-2%,1%
C=CCNS(=O)(=O)c1cccc2cc(C(=O)O)c(O)cc12,6,0,-26%,-15%,34%[activator],1,31%,2,-7%,4%
Cc1ccc([N+](=O)[O-])cc1-c1ccc(/C=N\n2nnnc2N)o1,1,-2,8%,-2%,/,8,-1%,-1,0%,2%
O=C(NNS(=O)(=O)c1ccccc1)c1cccc([N+](=O)[O-])c1,4,10,-3%,-1%,?,4,2%,-1,6%,8%
Cc1ccc(S(=O)(=O)N2CCCC(C(=O)Nc3ccc(C(=O)O)cc3)C2)cc1Cl (stereo not given),5,18,4%,-1%,0%,0,4%,-3,-3%,4%
CCC(C)(C)C1CCC2(CC1)NC(=O)N(CC(=O)N(C)Cc1ccc(OC(F)F)cc1)C2=O (stereo not given),/,1,-3%,/,/,5,-5%,4,/,-5%
COC(=O)Cc1csc(Nc2ccc(Cl)cc2)n1,1,-1,33%,-2%,/,-2,6%,2,0%,0%
CC(O)CCC(=O)NNC(=S)Nc1ccccc1 (stereo not given),2,-15,14%,-9%,-10%,-2,-1%,2,6%,-5%
COc1cc(/C=N/NC(N)=O)cc(Br)c1OCc1ccccc1C,-2,-2,-13%,1%,-19%,-10,8%,-3,0%,-1%
COc1cccc(CNC(=O)CN(c2cc(C)cc(C)c2)S(=O)(=O)c2c(C)noc2C)c1,2,10,-5%,-11%,0%,-3,-2%,/,0%,3%
CC1CC(C)CN(c2ccc(NS(=O)(=O)c3ccccc3)cc2C(=O)O)C1 (stereo not given),/,13,-15%,-4%,-7%,-10,-1%,2,8%,10%
O=C1CCC(=O)N1c1ccc(NCCc2cccc(F)c2)c([N+](=O)[O-])c1,1,10,-2%,-4%,?,-3,-2%,0,2%,-1%
Cc1noc(C)c1C(=O)N1CCN(C(=O)c2sc3cc(Cl)ccc3c2Cl)CC1,3,5,-14%,1%,-5%,0,0%,-2,0%,-4%
CCOc1cc(C(=O)Nc2ccncc2)cc(OCC)c1OCC,-3,6,4%,-5%,-10%,-3,-2%,-12,3%,13%
Cc1c(N=CN2CCOCC2)c(=O)n(C)c(=O)n1C,3,-17,7%,4%,-11%,1,5%,-7,1%,6%
O=C(CCn1cnnn1)Nc1ccccc1F,0,15,19%,6%,/,2,2%,2,3%,1%
COc1ccccc1S(=O)(=O)Cc1ccc(C(=O)N2CCCC2)o1,2,0,0%,1%,-2%,0,-6%,-4,-1%,1%
COc1ccc(NS(=O)(=O)c2cc(NC(=O)c3ccc(C)s3)ccc2N2CCOCC2)cc1,-5,-10,14%,1%,-10%,-2,-28%,88*,0%,-1%
O=C(NC1CCCN(Cc2ccc(Cl)cc2)C1)c1ccccc1-c1ncc[nH]1 (stereo not given),2,-12,0%,-4%,0%,11,2%,1,/,-10%
Cc1ccc(Br)c(NS(=O)(=O)c2cccc(C(=O)N3CCNC(=O)C3)c2)c1,/,6,23%,/,/,-6,0%,/,/,0%
O=c1[nH]cnc2ncc(-c3ccc(O)cc3)nc12,/,6,-4%,/,/,4,1%,/,/,/
COc1ccc(C(=O)NCCS(=O)(=O)NCc2ccc(F)cc2)cc1,/,-24,-9%,/,/,-4,-4%,2,/,19%
CCN(CC)S(=O)(=O)c1ccc(NS(=O)(=O)c2cccs2)cc1,5,13,20%,4%,-2%,1,-2%,-5,0%,1%
Cc1ccc(-c2noc(-c3cc(C(C)(C)C)nn3Cc3ccccc3)n2)cc1,-1,14,16%,4%,/,1,-11%,/,8%,-2%
O=C(Nc1ccccc1C(=O)N1CCCCC1)c1cc(F)c(F)cc1Cl,/,-8,?,-6%,-3%,-4,7%,-8,7%,35%
CCc1nc(N[C@H](C(=O)O)C(C)CC)c2oc3ccccc3c2n1 (stereo not given in full),10,1,1%,-11%,-3%,8,3%,3,2%,-1%
COc1ccc(S(=O)(=O)NCCC(=O)OCC(=O)c2ccc[nH]2)cc1[N+](=O)[O-],/,4,37%,/,/,4,-2%,2,/,1%
Cc1ccsc1C(=O)NNC(=O)COc1ccccc1Cl,/,8,25%,/,/,2,8%,1,/,-5%
C=CCNC(=O)CC1C(=O)NCCN1Cc1c(F)cccc1Cl (stereo not given),-1,-12,-44%,7%,-3%,/,4%,3,-1%,3%
CCN(CC)c1nc(-c2ccc(C(=O)NN)cc2)nc(-c2ccc(C(=O)NN)cc2)n1,2,6,4%,17%,-1%,2,6%,1,5%,5%

# High-throughput results from PubChem.
